IL1B secr inh – blocks inflammasome-driven IL-1 beta release. THP-1 LPS/ATP IL-1B secretion, AlphaLISA, 16 h; stronger effect = lower value. activity change, % at 57.5 µM. actives 4.7% (n = 360,000). AID 743279; in the data active = activity change below about -50%; inconclusive = mostly about -30% to -49%; also: % is scaled to controls: 0 for no effect and ±100 for the full control effect
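Secreted IL-1B measured by AlphaLISA bead assay after 16 h compound exposure of THP-1 cells; compounds (final up to 57.5 uM) added 1 h before LPS (250 ng/mL) and ATP (1.25 mM) stimulation; lower signal means less secretion.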
HepG2 viability – kills HepG2 cells in TGF-b inhibitor counter-screen; HepG2 CAGA-GFP viability, ATP luminescence, 18 h; Potency, µM (doses to about 46.1 µM), for the others: at the top dose activity change, negative = cytotoxicity, hits mostly cytotoxic; actives 0.76% (n = 410,000); also: potency is read from the fitted curve at half-maximal effect; some results filed as inactive show a strong effect at the top dose
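HepG2 CAGA-GFP cells (1000/well, DMEM with 1% FBS) received compound, then TGF-beta at 500 pg/mL final, and were incubated 18 hours at 37 degrees C. Viability was read by CellTiter-Glo luminescence. Media-only wells were set as complete cell-killing and DMSO as no toxicity.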
Nrf2 block – Nrf2 pathway inhibition; A549 ARE-Fluc reporter, luciferase luminescence, 18-24 h; Potency, µM (top dose mostly 46 µM), for the others: at the top dose activity change, negative = inhibition, actives largely listed as inhibitors; actives 2.1% (n = 360,000); also: potency is read from the fitted curve at half-maximal effect; % is scaled to controls: 0 for no effect and ±100 for the full control effect; nearly all actives have a fitted effect of over 60% in size
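A549 ARE_Fluc cells, 5000/well, 5% FBS OPTI-MEM; compounds in dose-response, 18-24 h at 37 °C/5% CO2; CellTiter-Fluor viability read (Ex 405/Em 525), then BugLite luciferase luminescence = Nrf2 activity.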
MCF10A rereplic – DNA re-replication induction in MCF 10a cells. Potency, µM (titrated, usually from 46.1 µM), for the others: at the top dose activity, positive = re-replication, actives largely listed as activators. actives 2.9% (n = 350,000). MCF 10A DNA re-replication, Hoechst nuclear intensity, 48 h; also: potency is read from the fitted curve at half-maximal effect; % of control where 0% means no effect; nearly all actives have a fitted effect of over 50% in size
Nrf2 ARE act – Nrf2 pathway activation. AID 624171. Potency, µM (top dose mostly 46.1 µM), for the others: at the top dose activation, actives largely listed as activators. AREc32 ARE-luciferase reporter (MCF7-derived line), luminescence, 24 h. actives 0.31% (n = 410,000); also: potency is read from the fitted curve at half-maximal effect; % of control where 0% means no effect; nearly all actives have a fitted effect of over 65% in size
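AREc32_Fluc, 1000 cells/well, OPTI-MEM + 5% FBS, o/n 37 deg C 5% CO2; 23 nL cpd by pin tool, 24 hr; Steady-Glo 30 min RT, luminescence.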
TGFb inhibitor – inhibitors of TGF-b signaling; HepG2 CAGA-GFP TGF-b/SMAD3 reporter, GFP fluorescence, 18 h; TGF-beta stimulated, 500 pg/mL final; Potency, µM (top dose mostly 46.1 µM), for the others: at the highest dose activity, negative = inhibition, actives largely listed as inhibitors; AID 588855; actives 1.2% (n = 410,000); also: potency is read from the fitted curve at half-maximal effect; % is scaled to controls: 0 for no effect and ±100 for the full control effect; nearly all actives have a fitted effect of over 65% in size
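Inhibition of TGF-beta-driven CAGA-GFP reporter expression in HEPG2 cells is measured by cellular GFP fluorescence after 18 h stimulation with 500 pg/mL recombinant TGF-beta in 1% FBS medium at 37 degrees C.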
A549 tox – A549 cytotoxicity, counter-screen for Nrf2 inhibitors. actives 0.16% (n = 390,000). A549 ARE-Fluc cells, CellTiter-Fluor viability, 18-24 h. Potency, µM (doses to about 46 µM), for the others: top-dose activity change, negative = cytotoxicity, usual class: inhibitors; also: potency is read from the fitted curve at half-maximal effect; % is scaled to controls: 0 for no effect and ±100 for the full control effect
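A549 ARE-Fluc cells in 5% FBS OPTI-MEM, 5000 cells/well, rested 2 h then exposed to compounds in concentration-response for 18-24 h at 37 °C. Viability by CellTiter-Fluor fluorescence (Ex 405/Em 525) after 30 min; luciferase luminescence (BugLite, 15 min, RT) read afterwards.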
ATXN2 expr inh – inhibitors of ATXN2 expression; HEK-293 ATXN2-luciferase reporter, luminescence, 24 h; Potency, µM (doses to about 57 µM), inactives show top-dose activity change, negative = inhibition, most hits filed as inhibitors; AID 1745845; actives 0.72% (n = 360,000); also: potency is read from the fitted curve at half-maximal effect; % is scaled to controls: 0 for no effect and ±100 for the full control effect; nearly all actives have a fitted effect of over 55% in size
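ATXN2-luciferase reporter cells (luciferase flanked by upstream and downstream ATXN2 gene portions) were treated 24 h at 37 °C with compounds at up to 57 uM. SteadyGlo luminescence gave expression; GF-AFC fluorescence gave viability.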
ATXN viability – viability counter-screen for ATXN expression inhibitors. S2 cells (HEK-293 line with an ATXN2-luciferase reporter) viability, CellTiter-Fluor protease fluorescence, 24 h. Potency, µM (highest dose often 56.7 µM), usual class: cytotoxic. actives 0.49% (n = 400,000); also: potency is read from the fitted curve at half-maximal effect; nearly all actives have a fitted effect of over 40% in size
Starred values were filed as active, the others as inactive; i = inactive; ? = inconclusive; · = not tested or not shown; [ ] = dose if it differs, or a comment. Unless noted, calls follow the shape of the dose curve; as a rule, active = well fitted curve in the direction sought with a large enough effect; inconclusive = small, poorly fitted or top-dose-only effect, or another doubt; inactive = no such curve, though single readings can be large; an effect the other way counts as inactive or inconclusive. No enrichment for hits; about 8.8% have a hit in one of these screens.

SMILES	IL1B secr inh	HepG2 viability	Nrf2 block	MCF10A rereplic	Nrf2 ARE act	TGFb inhibitor	A549 tox	ATXN2 expr inh	ATXN viability
COc1ccc(-c2nc3ccc(Br)cn3c2Cc2cccc(F)c2)cc1OC	-14	-19%	·	·	4.8%	?	·	2%	?
O=C(O)c1ccc2c(=O)n3c(nc2c1)/C(=C/c1ccc(Cl)c(Cl)c1)CC3	14	0%	3%	3%	-0.8%	5%	5%	·	i
Cc1ccc(NC(=O)CN2CCc3cc4c(cc3C2)OCCCO4)cc1C	-1	-4%	?	?	-0.1%	-20%	6%	-17%	i
CC(=O)Nc1ccc(NC(=O)c2ccc(CSc3ccccc3)o2)cc1	?	-3%	-9%	-1%	0.2%	-1%	-1%	-17%	i
COc1cc(C2Nc3ccccc3-c3cc(C)nn32)ccc1O (stereo not given)	·	1%	28%	·	4.9%	-20%	8%	-5%	i
CCOC(=O)c1ccc2ncc(C(=O)OCC)c(NCCN3CCOCC3)c2c1	-8	-52%	-10%	5%	2.6%	-27%	-7%	-11%	?
Nc1[nH]c(N=NC(=O)c2ccc(F)cc2)c2ccccc12	0	-5%	12%	-55%[inhibitor]	-0.2%	-3%	6%	10%	i
O=C(Nc1ccccc1)Nc1ccccc1C(=O)NCc1ccco1	-57*	-20%	-9%	2%	?	-2%	-1%	15%	i
CN(C)CC(C)(C)CNCc1cc(=O)oc2ccc3ccccc3c12	-10	-14%	-9%	?	0.6%	16%	-25%	-23%	i
O=C(CSc1cccc[n+]1[O-])Nc1cc(S(=O)(=O)N2CCOCC2)ccc1N1CCOCC1	6	4%	1%	16%	0.1%	15%	-8%	-5%	i
CC(C)=CC(=O)Nc1ccc(Br)cc1	-3	-11%	?	1%	1.7%	6%	3%	49%[activator]	i
CC1(C)N=C(SCc2ccc(Cl)cc2)c2ccccc2N1	·	-22%	-7%	·	5.4%	-29%	?	9%	i
O=C(CCl)Nc1cn(-c2ccccc2)nc1-c1ccccc1	-97*	22µM*	?	?	-3.4%	?	?	·	8.9µM*
CCCCCCC[C@H](N)[C@H](O)C(=O)N(C)[C@@H](CCS(C)=O)C(=O)N[C@@H](Cc1ccc(O)cc1)C(=O)N[C@@H](Cc1ccc(O)cc1)C(=O)O (stereo not given in full)	20	36%	14%	2%	0.4%	-3%	-19%	-7%	i
CCN(CC)CC(C)OC(=O)COc1ccc(OC)cc1 (stereo not given)	4	7%	-2%	0%	0.1%	7%	-8%	2%	i
COc1ccc2cc(CN(Cc3cccs3)Cc3nnnn3Cc3ccccc3)c(=O)[nH]c2c1	-1	-29%	?	6%	0.7%	0%	-12%	2%	i
CC(OC(=O)c1nc(Cl)ccc1Cl)C(=O)NCc1ccccc1 (stereo not given)	-22	-4%	·	·	-0.1%	10%	·	·	i
COc1ccccc1C(C)NC(=O)Cc1ccsc1 (stereo not given)	38	3%	-16%	0%	-0.5%	4%	3%	1%	i
CSc1nc(=NC(C)=O)ss1	-3	-11%	14%	29%	-0.4%	-3%	-1%	4%	i
COc1cccc(-c2nnc(SCc3nc4ccccc4[nH]3)n2N)c1	-8	-2%	6%	-1%	1.7%	13%	-3%	-5%	i
CCNC(=O)NC(=O)C(C)N1C(=O)NC(c2ccccc2)(c2ccccc2)C1=O (stereo not given)	-7	4%	?	0%	-0.3%	4%	-14%	-1%	i
Cn1c(N)c(C(=O)COC(=O)/C=C/c2ccccc2Cl)c(=O)n(C)c1=O	1	7%	3%	-2%	8.2%	0%	0%	24%	?
C/C(=N\Nc1nc(-c2ccc(C)cc2C)cs1)c1cc2ccccc2oc1=O	9	-24%	-11%	1%	2.5%	6%	2%	-2%	i
CCOCCCNC(c1ccccc1)c1ccncc1 (stereo not given)	6	25%	5%	-1%	-0.8%	37%[activator]	-6%	·	i
CCN(CC)CCn1c(=S)[nH]c2cc(C(=O)NCCc3ccc(OC)c(OC)c3)ccc2c1=O	?	-84%	·	·	0.0%	-6%	·	·	i
CSc1ccccc1NC(=O)c1ccc2c(c1)CCN2S(C)(=O)=O	-10	-7%	19%	-1%	3.3%	7%	2%	21%	i
COC(=O)c1cn(-c2ccccc2)nc1-c1cccnc1	-10	-33%	-8%	-1%	2.4%	11%	-12%	4%	i
O=C(N/N=C/C1CC2CCC1C2)c1ccc2c(c1)OCO2 (stereo not given)	10	3%	9%	0%	1.7%	-6%	-3%	19%	i
COC(=O)c1sccc1S(=O)(=O)Nc1ccc(C(O)(C(F)(F)F)C(F)(F)F)cc1	-17	-30%	·	·	6.1%	?	·	-9%	?
O=C(CNC(=O)c1ccccc1Cl)NCCc1cccs1	-2	-12%	4%	3%	4.6%	3%	23%	-2%	i
CC(C)(C)c1nc(S(=O)(=O)c2ccc(Cl)cc2)c(N2CCOCC2)o1	12	-8%	7%	-2%	0.4%	4%	-7%	1%	i
O=C(NCc1ccon1)c1ccc(OC2CCN(CCc3ccccc3)CC2)cc1	-3	-7%	14%	-14%	0.4%	-2%	-3%	-32%	?
CC(C(=O)NC1CCCC1)N(C(=O)c1ccc(-c2ccccc2)[nH]1)c1ccccc1F (stereo not given)	?	-39%	?	?	-0.5%	?	-20%	-20%	i
O=c1c2cc(N3CCOCC3)ccc2[nH]c(=S)n1Cc1ccccc1Cl	20	-2%	-6%	23µM*	0.3%	0%	1%	-5%[11.3 µM]	i
CC(C)c1ccc(NC(=O)COC(=O)C2CCCCC2)cc1	1	-6%	5%	7%	-0.3%	-20%	-3%	9%	i
O=[n+]1c2c(n([O-])c3cc(Br)ccc31)CCC2	7	3%	-9%	-2%	0.0%	18%	-6%	3%	i
COc1ccc(CCNC(=O)c2cccc(S(=O)(=O)N3CCCC3)c2)cc1	10	-14%	-21%	3%	0.0%	-3%	-7%	0%	i
O=C(Nc1ccnn1C1CCN(Cc2ccc(OC(F)F)cc2)CC1)C1CCCC1	?	-27%	-29%	10%	0.5%	?	-1%	?	i
CC1(C)CC2CC(C)(CN2C(=O)COC(=O)c2ccc(O)cc2O)C1 (stereo not given)	2	0%	14%	12%	0.4%	-1%	-2%	-5%	i
O=C(CNC(=O)c1ccc(S(=O)(=O)N2CCCC2)cc1)N/N=C/c1ccccc1	2	24%	-19%	-1%	0.4%	30%	-2%	6%	?
CCCOc1ccc(/C(O)=C2/C(=O)C(=O)N(CCN(C)C)C2c2ccc(O)c(OC)c2)cc1 (stereo not given)	12	-5%	-8%	3%	3.1%	2%	-13%	-14%	i
O=C(COc1cc2oc(=O)c3c(c2cc1Cl)CCC3)NCc1ccncc1	-16	4%	?	16%	0.0%	10%	-3%	2%	i
COc1ccc(CN2C(=O)NC3(CCCCCC3)C2=O)cc1F	5	18%	6%	6%	-0.6%	-6%	-3%	-1%	i
Cc1nnc(NCc2ccco2)c2ccccc12	-6	5%	-9%	-4%	7.3%	-2%	0%	0%	i
Cc1cccc(-n2c(C)cc(C(=O)NC3CCCCC3)c2C)c1	-90*	-15%	-21%	?	?	-4%	-22%	68%[activator]	i
CN1CCN(C2CCN(S(=O)(=O)c3ccc(C(C)(C)C)cc3)CC2)CC1	-7	-17%	-9%	?	-0.5%	5%	0%	8%	i
CSC1=NNC(c2ccc(C(C)(C)C)cc2)=NN1	-7	-5%	13%	?	0.2%	-14%	0%	-16%	?
C=C(C)CN1C(=O)C(=O)N(CC(=C)C)C1=O	·	25%	2%	-38%[inhibitor]	-1.1%	0%	-1%	-10%	i
Cc1cc(=O)[nH]c(SCc2cccc3cccnc23)n1	23	-82%	?	2%	4.8%	6%	-4%	12%	i
CCOC(=O)C1=C(c2ccccc2)NC(=S)NC1c1ccc(C)c([N+](=O)[O-])c1 (stereo not given)	57	-11%	?	?	0.1%	-23%	-4%	-26%	i
Cc1ccc(C(=O)C(C)OC(=O)c2ccc(Cl)nc2)cc1 (stereo not given)	-7	9%	-6%	4%	0.0%	0%	0%	-8%	i
CC(=O)n1cc(N(C(=O)CCl)c2ccc(C)cc2)c2ccccc21	-95*	5µM*	-12%	15µM*	?	5.6µM*	-10%	8.9µM*	10µM*
CCCN1CCN(CC(=O)NCC(=O)Nc2cccc(C)c2C)CC1	-18	-2%	3%	0%	0.1%	-4%	9%	4%	i
Cc1ccc(-c2nc(CS(=O)CC(=O)NC(C)CCc3ccccc3)c(C)o2)cc1 (stereo not given)	-10	-36%	-19%	22%	4.6%	?	4%	·	i
NC(=O)NC(=O)COC(=O)CNS(=O)(=O)c1ccc(F)c(F)c1F	-7	3%	-2%	8%	0.4%	-11%	-3%	9%	i
CCC(C)(C)C1CCc2[nH]nc(C(=O)NCc3ccc(OC)cc3)c2C1 (stereo not given)	0	-20%	?	8%	0.6%	?	7%	-11%	i

Reprinted at random: four compounds from above.
SMILES	IL1B secr inh	HepG2 viability	Nrf2 block	MCF10A rereplic	Nrf2 ARE act	TGFb inhibitor	A549 tox	ATXN2 expr inh	ATXN viability
COc1ccccc1C(C)NC(=O)Cc1ccsc1 (stereo not given)	38	3%	-16%	0%	-0.5%	4%	3%	1%	i
CSc1ccccc1NC(=O)c1ccc2c(c1)CCN2S(C)(=O)=O	-10	-7%	19%	-1%	3.3%	7%	2%	21%	i
CC(C)(C)c1nc(S(=O)(=O)c2ccc(Cl)cc2)c(N2CCOCC2)o1	12	-8%	7%	-2%	0.4%	4%	-7%	1%	i
CSc1nc(=NC(C)=O)ss1	-3	-11%	14%	29%	-0.4%	-3%	-1%	4%	i

Bioassay records deposited in PubChem by National Center for Advancing Translational Sciences (NCATS).
